# Screens from PubChem BioAssay.
# aSyn yeast inh: qHTS of alpha-syn Inhibitors | 0.14% of 370,000 active | Potency, µM (series often up to 46.1 µM), for inactives: at the highest dose growth rescue (activation), usual class: activators | Yeast expressing alpha-synuclein, growth rescue, BacTiter-Glo, 24 h | AID 652106, 2013; further: potency means the concentration at half of the fitted maximal effect; % of control where 0% means no effect; nearly all actives have a fitted effect of over 65% in size
#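 Readout is rescue of growth in alpha-synuclein-expressing yeast, so inhibitors of toxicity appear as activators. Growth after 24 hr at 30 deg C in galactose medium is quantified by luminescence.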
# D3 antag: qHTS of D3 Dopamine Receptor Antagonist: qHTS. AID 652054, 2013. D(3) dopamine receptor (Homo sapiens), P35462. max response, negative = inhibition, %. 2.5% of 360,000 active. D3R cells, DiscoveRx beta-arrestin luminescence, antagonist mode; stronger effect = lower value; in the data active means max response below about -50%; inconclusive means no clear call, values can overlap the other calls; further: on the % scale 0 is the no-effect control and ±100 the full control effect; mostly tested at two doses, the higher about 12 µM
# Target sequence (P35462 whole entry, looked up): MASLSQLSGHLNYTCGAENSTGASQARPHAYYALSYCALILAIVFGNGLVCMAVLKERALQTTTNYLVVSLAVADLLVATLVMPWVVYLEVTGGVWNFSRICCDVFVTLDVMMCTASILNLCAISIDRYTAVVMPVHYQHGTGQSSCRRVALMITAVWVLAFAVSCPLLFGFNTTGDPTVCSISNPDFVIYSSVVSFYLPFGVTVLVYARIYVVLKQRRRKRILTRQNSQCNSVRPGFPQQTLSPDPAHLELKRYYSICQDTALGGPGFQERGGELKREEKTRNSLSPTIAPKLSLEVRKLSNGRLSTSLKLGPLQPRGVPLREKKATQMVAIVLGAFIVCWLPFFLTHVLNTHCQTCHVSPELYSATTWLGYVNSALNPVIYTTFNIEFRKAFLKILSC
#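 Cells expressing the human receptor were seeded at 1500 cells/well, incubated overnight at 37 degrees C in 5% CO2, then exposed to library compounds with dopamine controls for 90 minutes at 37 degrees C before luminescent detection.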
# Abeta rescue: qHTS for compounds that reverse cellular toxicity of Amyloid beta (A-beta) peptide in yeast: Primary Screen. yeast expressing A-beta42, growth rescue, OD600, 48 h; response scale: 0% DMSO, 100% iron-clioquinol control. Potency, µM (titrated, usually from 46.1 µM), for the others: top-dose growth rescue, usual class: activators. 0.063% of 410,000 active. AID 1347071, 2019; further: potency means the concentration at half of the fitted maximal effect; nearly all actives have a fitted effect of over 55% in size
#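 Growth rescue measured by 600 nm absorbance after 48 h yeast culture at 30 C with compound. Values normalized between DMSO and an equimolar ferric chloride plus clioquinol control.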
# EPAC2 agonist: qHTS for Agonist of cAMP-regulated guanine nucleotide exchange factor 4 (EPAC2): primary screen; EPAC2 activation, biochemical qHTS; response scale: 100% = 6.5 mM cAMP response; Potency, µM (titrated, usually from 154 µM), without a hit: at the top dose activation, usual class: activators; 0.079% of 360,000 active; Rap guanine nucleotide exchange factor 4 (Homo sapiens), Q8WZA2; further: potency means the concentration at half of the fitted maximal effect; nearly all actives have a fitted effect of over 50% in size
#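 In this primary screen, activation is scored as increased exchange of BODIPY-GDP from Rap1B by 100 nM EPAC2, with 50 uM GDP as competitor. Signal is normalized to the 6.5 mM cAMP agonist control.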
# TDP43 rescue: qHTS of TDP-43 Inhibitors | 1.8% of 410,000 active | AID 652104, 2013 | TDP-43 expressing yeast growth rescue, BacTiter-Glo, 24 h | Potency, µM (highest dose often 46.1 µM), inactives show top-dose growth rescue (activation), most hits filed as activators; further: potency means the concentration at half of the fitted maximal effect; % of control where 0% means no effect; nearly all actives have a fitted effect of over 50% in size
#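 In this qHTS, compounds that restore growth of yeast expressing TDP-43 appear as activators. Cells (OD600=0.02, galactose medium, raffinose-pregrown) are incubated with compound 24 hr at 30 deg C and growth is quantified by BacTiter-Glo.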
# FUS yeast rescue: qHTS for Suppressors of FUS Proteinopathy: Primary screen using FUS-linked yeast assay. S. cerevisiae FUS-expressing, growth rescue, OD600, 24 h. Potency, µM (series often up to 76.6 µM), for the others: at the highest dose growth rescue (activation), most hits filed as activators. 0.24% of 390,000 active. AID 1347120, 2019;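 further: potency means the concentration at half of the fitted maximal effect; plate controls were DMSO vehicle for no effect and reference control for full effect; nearly all actives have a fitted effect of over 55% in size; some results filed as inactive show a strong effect at the top dose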
#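 Cultures pregrown in 2.5% raffinose medium are shifted to minimal medium containing 2% galactose to express toxic FUS. Compounds are tested at several concentrations. After 24hr at 30C, growth is quantified at 600 nm absorbance.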
# D3 ag: qHTS of D3 Dopamine Receptor Agonist: qHTS. D(3) dopamine receptor (Homo sapiens), P35462. D3R DiscoveRx beta-arrestin cells, luminescence, 90 min. max activation, %. 0.58% of 410,000 active. AID 652048, 2013; in the data active means max activation above about 30%; further: 0% is about no effect; mostly tested at two doses, the higher about 12 µM
#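 Agonist mode: compounds and dopamine controls were applied to plated cells for 90 min at 37 degrees C after an overnight attachment at 1500 cells/well. Luminescent read-out followed 30 - 60 minutes at room temperature with DiscoveRx detection reagent.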
# EPAC2 antag: qHTS for Antagonist of cAMP-regulated guanine nucleotide exchange factor 2 (EPAC2): primary screen; Rap guanine nucleotide exchange factor 4 (Homo sapiens), Q8WZA2; EPAC2 GEF exchange of Rap1B-BODIPY-GDP, fluorescence; Potency, µM (highest dose often 114 µM), for inactives: at the highest dose activity, negative = inhibition, most hits filed as inhibitors; 0.18% of 360,000 active; AID 720708, 2013; further: potency means the concentration at half of the fitted maximal effect; on the % scale 0 is the no-effect control and ±100 the full control effect; nearly all actives have a fitted effect of over 45% in size; many of its hits are not listed in these tables
# * hit, by the source's call; ? = inconclusive; · = no result given; [ ] = dose if it differs, or a comment. Unless noted, the call rests on the fitted dose curve; in most records, active means well fitted curve in the direction sought with a large enough effect; inconclusive means small, poorly fitted or top-dose-only effect, or another doubt; inactive means no such curve, though single readings can be large; an effect the other way counts as inactive or inconclusive. This is a subset; the hit share may differ from the screen's.
SMILES,aSyn yeast inh,D3 antag,Abeta rescue,EPAC2 agonist,TDP43 rescue,FUS yeast rescue,D3 ag,EPAC2 antag
NC(=O)c1ccc(NC(=O)c2ccc(COc3ccc(F)cc3)o2)cc1,2%,6,-4%,-6%,17%,-20%,2,0%
Cc1ccccc1-c1nc(CS(=O)(=O)CC(=O)NCCCN2CCCC2=O)c(C)o1,?,19,4%,5%,9%,-11%,5,0%
COc1ccccc1C1C(C(N)=O)=C(C)Nc2nc(-c3ccc(Cl)cc3)nn21 (stereo not given),-4%,13,0%,4%,-3%,-6%,5,-13%
CC(C)C[C@H](NC(=O)N1CC(=O)Nc2ccccc21)C(=O)N[C@@H](Cc1ccccc1)C(=O)O,0%,-2,-10%,5%,0%,-4%,-30,16%
O=C(COC(=O)Cc1ccsc1)Nc1ccc(S(=O)(=O)N2CCOCC2)cc1,1%,-14,-7%,8%,-18%[0.397 µM],31%,-2,-7%
O=C(c1cnc(N2CCCCC2)c2ccccc12)N1CCN(c2ccccc2F)CC1,·,·,24%,·,27%,25%,5,·
CC/C=C/C(=O)N1CC2(CC(c3cccc(NC(=O)CCCCC)c3)=NO2)C[C@H]1C(N)=O (stereo not given in full),-4%,16,-15%,5%,-8%,11%,4,-11%
Cc1cccc(N(C(=O)c2csnn2)C(C(=O)NCc2ccccc2)c2cccs2)c1 (stereo not given),3%,2,5%,7%,3%,7%,4,?
Cc1ccc(N2CC(C(=O)Nc3ccc(Cl)cc3Cl)CC2=O)cc1 (stereo not given),·,·,1%,·,7%,2%,4,·
Cc1nn(CCO)c2nc(-c3cccs3)cc(C(F)(F)F)c12,4%,?,-6%,-1%,0%,56%,3,-7%
CCS(=O)(=O)N1CCN=C1SC(C)c1ccccc1 (stereo not given),4%,9,23%,-3%,20%,-7%,-2,-13%
Cc1cc(C)n2nc(SCC(=O)NC3CCCC(C)C3C)nc2n1 (stereo not given),-1%,-11,0%,12%,0%,-3%,3,-2%
CCOc1ccc(-c2nc(N)ncc2Oc2cccc(OC)c2)c(O)c1,?,21,-3%,4%,4%,16%,1,3%
COC(=O)c1cc(NC(=O)CN2C(=O)CSC2=O)ccc1Cl,-5%,-20,25%,4%,12%,-6%,2,1%
OC(COCCOc1ccc(Br)cc1)CN1CCN(Cc2ccccc2)CC1 (stereo not given),-3%,-2,-3%,-6%,-7%,·,-5,-1%
Cc1cc2n(n1)C(c1c[nH]c3ccccc13)Nc1ccccc1-2 (stereo not given),-33%[inhibitor],5,-86%[inhibitor],9%,7.9µM*,·,1,-2%
CC1CC(C)CN(CCCNC(=O)CN2C(=O)c3cccnc3Oc3ccc(Cl)cc32)C1 (stereo not given),-1%,?,-11%,3%,-23%,12%,-19,8%
O=C(O)/C=C/c1cccnc1,1%,-8,-11%,7%,-3%,-21%,-2,25%
Cc1cccn2c(=O)c(C=O)c(N3CCN(c4ccccc4)CC3)nc12,-1%,1,-38%[inhibitor],8%,?,0%,1,-12%
CC(=Nc1ccc2c(c1)nc(CO)n2C)C1=C(O)CC(C)(C)CC1=O,-2%,12,-2%,2%,-7%,17%,-4,-3%
COc1ccc(-c2c(C)nn3c(N4CCC(C(=O)NCCN(C)C)CC4)cc(C)nc23)cc1OC,6%,-13,13%,6%,18%,19%,-14,1%
Cc1ccccc1NC(=S)N(CCCN1CCOCC1)Cc1cccs1,-7%,2,-10%,-2%,-17%,5%,1,1%
CN(CC(=O)N1CCCCCC1)S(=O)(=O)c1cccc2cccnc12,3%,-5,-1%,6%,22%,-3%,4,2%
O=C(NCC(=O)N1CCN(c2ncccn2)CC1)c1ccccc1OC(F)F,3%,20,-6%,0%,29%,12%,5,5%
Cc1nn(C)c(C)c1/C=C(\C#N)C(N)=O,-20%,-9,-14%,-4%,-8%,-9%,-7,-1%
Cc1cccc(CC2SC(N3CCN(c4ccccc4)CC3)=NC2=O)c1 (stereo not given),3%,2,-3%,-1%,19%,21%,4,5%
CCOC(=O)C1CCN(C(c2ccccc2OC)c2c(O)cc(C)n(CCOC)c2=O)CC1 (stereo not given),·,·,-6%,·,3%,6%,4,·
CN(CC(=O)NCCCN1CCOCC1)S(=O)(=O)c1ccc(F)cc1,2%,5,-3%,3%,-12%,1%,27,2%
O=C(NC1CCCCC1)C(c1cccs1)N(C(=O)C(F)(F)F)c1ccccc1 (stereo not given),7%,10,21%,-1%,-10%,-16%,6,0%
COc1cc(S(=O)(=O)NCC2OCCc3ccccc32)ccc1-n1cnnn1 (stereo not given),8%,14,-8%,3%,-12%,18%,2,0%
CC(=O)c1nn(-c2ccc(C(F)(F)F)cc2)c(=O)[nH]c1=O,-2%,7,13%,5%,-25%,-11%,4,3%
CC(CN1CCOCC1)C(=O)c1ccccc1 (stereo not given),-6%,?,16%,10%,-14%,5%,-12,-3%
CCOc1ccccc1CNC(=O)CCCN1C(=O)COc2ccc(C)cc21,·,·,1%,·,?,4%,-8,·
Cc1sc2ncn(CC(=O)NCCCC(=O)N3CCC(C)CC3)c(=O)c2c1C,-2%,-9,-13%,7%,3%,20%,-7,4%
CN1C(=O)NC(NC(=O)c2cccs2)(C(F)(F)F)C1=O (stereo not given),-1%,0,-13%,8%,-5%,2%,-9,-2%
Cc1onc(-c2c(F)cccc2Cl)c1C(=O)N=C(N)N1CCCC1,-4%,-24,-26%,2%,-8%,8%,-7,1%
O=S(=O)(c1ccc(OC(F)(F)F)cc1)N1CCC(c2nc3ccccc3s2)CC1,·,·,-5%,·,4%,-4%,9,·
Cc1cccc(N2CCc3c2nc2ccc(Br)cc2c3N)c1,-30%[inhibitor],-5,6%,23%,-5%,11%,-4,-11%
Cc1nn(C(=O)c2cccc(F)c2)c(C)c1S(=O)(=O)N1CCCCCC1,·,·,-10%,·,21%,-4%,-1,·
Cc1cccc(NC(=O)CN(C)C(=O)c2ccc(N3CCCCCC3)c([N+](=O)[O-])c2)c1C,18%,-1,11%,2%,?,?,-3,-4%
O=C(c1cc2c(F)cccc2s1)N1CCCC1,15%,10,-10%,0%,-4%,0%,3,-9%
c1cnn(-c2cc(N3CCOCC3)ncn2)c1,2%,11,11%,7%,22%,15%,0,-3%
CC(=O)Nc1cccc(-c2nnc(SCc3ccccc3C#N)n2C)c1,0%,26,13%,0%,-4%,8%,-5,0%
COc1cccc2c(=O)c3c(cnn3C)n(C)c12,25µM*,27,?,6%,?,15%,-7,-5%
CCNC(=S)Nc1cc(C)ccn1,7%,4,14%,9%,17%,-6%,5,?
COc1cccc(NC(=O)Nc2ccc(C(C)(C)C)cc2)c1,-10%,6,6%,0%,?,-1%,2,-13%
CCOC(=O)Nc1ccccc1N1C(=O)c2ccccc2C1=O,1%,21,-11%,5%,2%,0%,-7,-1%
CC(NC(=O)COC(=O)CN1C(=O)NC2(CCCC2)C1=O)c1ccc(F)cc1 (stereo not given),-2%,?,-5%,1%,-20%,13%,1,16%
O=C(Nc1nc2ccsc2c(=O)s1)c1ccco1,-10%,14,-32%[inhibitor],-3%,5%,0%,5,3%
O=C(CCC(=O)N(c1ccccc1)C(C(=O)NC1CCCC1)c1ccncc1)Nc1cccnc1 (stereo not given),0%,-18,14%,10%,3%,30%,3,3%
CCOc1ccccc1NC(=O)c1ccccc1NC(=O)c1ccco1,-4%,6,-4%,-2%,15%,4%,16,1%
Cc1c(C(=O)Nc2ccncc2)oc2c1C(=O)CC(C)(C)C2,-4%,20,-5%,6%,-9%,3%,6,-8%
CCc1ccc(Nc2nn3c(=O)c4cc5c(cc4nc3s2)OCO5)cc1,·,·,-12%,·,7%,13%,0,·
CCCN1C2CCCC1CC(NC(=O)c1ccc(C(C)(C)C)cc1)C2 (stereo not given),-4%,-19,-12%,5%,-7%,-18%,-9,2%
CCc1ccccc1OCC(=O)Nc1ccc2c(c1)OCCO2,-2%,6,-1%,9%,?,29%,7,-9%
CC1=C(C(N)=O)C(c2ccccc2)n2nc(-c3cccs3)nc2N1 (stereo not given),-5%,-4,-13%,22%,-10%,-14%,-6,-1%
COc1cccc(C2=NN(C(=O)CCCC(=O)O)C(c3cccs3)C2)c1 (stereo not given),11%,3,15%,2%,0%,-7%,5,3%
CC1=C(c2ccccc2)SC2=NCCN21,5%,-16,-12%,0%,2%,-25%,-19,-6%
Cc1cc(C(=O)N2CCN(Cc3ccccc3)CC2)ccc1[N+](=O)[O-],2%,-26,-1%,5%,12%,-18%,-11,-3%
CCn1c(NCc2ccc(OC)c(OC)c2)nc2ccccc21,·,·,-12%,·,7%,-12%,-13,·
# More entries.
SMILES,aSyn yeast inh,D3 antag,Abeta rescue,EPAC2 agonist,TDP43 rescue,FUS yeast rescue,D3 ag,EPAC2 antag
OCC1CCCN(c2nc(CN3CCCCC3)nc3scc(-c4ccccc4)c23)C1 (stereo not given),-4%,-16,-11%,4%,8%,44%,-9,-7%
Cc1ccc(OCC(=O)NCCNC(=O)c2cnccn2)cc1,-1%,-23,-14%,10%,2%,6%,-4,-2%
O=C(c1ccccc1NS(=O)(=O)c1ccc(Br)s1)N1CCOCC1,6%,18,22%,-1%,0%,11%,0,3%
COC(=O)c1ccc(NC(=O)CCN2CCN(CCC(=O)Nc3ccc(C(=O)OC)cc3)CC2)cc1,1%,-11,-12%,9%,-6%,38%,-5,6%
CCCCC(=O)Nc1ccc(NC(=S)NC(=O)CC)cc1OC,-8%,-9,17%,2%,6%,·,-10,5%

# Looked up one by one from the entries so far, 2 records:
SMILES,aSyn yeast inh,D3 antag,Abeta rescue,EPAC2 agonist,TDP43 rescue,FUS yeast rescue,D3 ag,EPAC2 antag
COC(=O)c1ccc(NC(=O)CCN2CCN(CCC(=O)Nc3ccc(C(=O)OC)cc3)CC2)cc1,1%,-11,-12%,9%,-6%,38%,-5,6%
O=C(c1ccccc1NS(=O)(=O)c1ccc(Br)s1)N1CCOCC1,6%,18,22%,-1%,0%,11%,0,3%
